From PubChem
Pol eta inh: DNA polymerase eta (human) inhibition | recombinant Pol eta, fluorescent DNA replication assay | 390,000 compounds, 1.2% hits | AID 588591 | Potency, µM (top dose mostly 114 µM), inactives show at the highest dose activity change, negative = inhibition, usual class: inhibitors; also: potency is read from the fitted curve at half-maximal effect; % is scaled to controls: 0 for no effect and ±100 for the full control effect
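Pol eta (10 nM) was preincubated with compounds for 15 min at room temperature, after which fluorescent replication substrate (50 nM final) was added to start the reaction. Fluorescence was read kinetically at 0 and 10 min.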
POLK inh: blocks human DNA polymerase kappa activity | Q9UBT6 | purified Pol kappa, fluorescent DNA synthesis assay, 10 min | Potency, µM (titrated, usually from 107 µM), inactives show at the top dose activity, negative = inhibition, most hits filed as inhibitors | 400,000 compounds, 0.53% hits | AID 588579; also: potency is read from the fitted curve at half-maximal effect; % is scaled to controls: 0 for no effect and ±100 for the full control effect
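10 nM Pol kappa was preincubated with compounds for 15 min at room temperature. Reaction started with 50 nM (final) substrate. Fluorescence read kinetically at 0 and 10 min.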
POLB inh: inhibitors of human DNA polymerase beta | Pol beta primer extension/strand displacement, fluorescence kinetic | Potency, µM (series often up to 114 µM), for the others: at the top dose activity change, negative = inhibition, usual class: inhibitors | 340,000 compounds, 1.3% hits; also: potency is read from the fitted curve at half-maximal effect; % is scaled to controls: 0 for no effect and ±100 for the full control effect
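Preincubation: enzyme (10 nM) with compound, 15 min, RT. Reaction: substrate added to 50 nM final. Reads: 0 and 10 min. Analysis: normalized, Hill fit.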
APEX1 inh: inhibitors of human APE1 endonuclease | AID 2517 | 350,000 compounds, 0.35% hits | Potency, µM (doses to about 65.8 µM), for inactives: top-dose activity change, negative = inhibition, hits mostly inhibitors | recombinant APE1, TAMRA/BHQ-2 abasic DNA cleavage fluorescence | P27695;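 also: potency is read from the fitted curve at half-maximal effect; plate controls were vehicle for no effect and reference inhibitor for full effect; nearly all actives have a fitted effect of over 55% in size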
Target sequence (P27695 whole entry, looked up): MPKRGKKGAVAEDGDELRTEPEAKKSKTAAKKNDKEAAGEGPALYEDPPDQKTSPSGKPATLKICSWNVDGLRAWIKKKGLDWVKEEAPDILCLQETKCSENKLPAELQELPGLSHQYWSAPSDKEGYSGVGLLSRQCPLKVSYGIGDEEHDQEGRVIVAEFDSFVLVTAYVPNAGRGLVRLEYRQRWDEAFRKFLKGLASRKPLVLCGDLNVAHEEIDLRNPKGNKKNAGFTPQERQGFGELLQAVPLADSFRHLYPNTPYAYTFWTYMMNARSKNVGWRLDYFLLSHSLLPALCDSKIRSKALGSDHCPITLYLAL
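APE1 at 0.75 nM preincubated 15 min at room temperature with compound. Reaction then started with 50 nM double-stranded THF-abasic substrate labelled with TAMRA/BHQ-2, and 525/598 nm fluorescence read kinetically. Activity taken as third-minus-first read difference, normalized to DMSO and NSC13755 controls.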
Anesthetic bind: candidate novel general anesthetic via apoferritin binding | P02791 | apoferritin/1-aminoanthracene competitive binding, fluorescence | Potency, µM (top dose mostly 77.5 µM), for the others: top-dose activity change, negative = displacement, actives largely listed as inhibitors | 350,000 compounds, 0.074% hits; also: potency is read from the fitted curve at half-maximal effect; % is scaled to controls: 0 for no effect and ±100 for the full control effect; nearly all actives have a fitted effect of over 20% in size
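10 uM apoferritin + 50% sat. 1-AMA, PBS; cpd 10 min RT; Ex380/Em535 endpoint; normalized to free probe vs complex; 4-param Hill fit; propofol titration as pos. ctrl.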
RGS4 inhibitor: blocks human RGS4-accelerated GTP hydrolysis; P49798; Transcreener GDP fluorescence polarization, RGS4-accelerated GTP hydrolysis; Potency, µM (series often up to 114 µM), for the others: at the highest dose activity change, negative = inhibition, usual class: inhibitors; 390,000 compounds, 0.039% hits; AID 504845; also: potency is read from the fitted curve at half-maximal effect; % is scaled to controls: 0 for no effect and ±100 for the full control effect; nearly all actives have a fitted effect of over 75% in size; some results filed as inactive show a strong effect at the top dose
Target sequence (P49798 whole entry, looked up): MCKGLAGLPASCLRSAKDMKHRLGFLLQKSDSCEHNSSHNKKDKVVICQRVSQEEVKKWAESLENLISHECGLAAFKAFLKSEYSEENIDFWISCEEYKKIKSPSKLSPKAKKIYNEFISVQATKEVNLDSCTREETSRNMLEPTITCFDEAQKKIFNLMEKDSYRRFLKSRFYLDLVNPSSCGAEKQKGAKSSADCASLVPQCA
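MLSMR compounds (23 nl, pin-transferred) preincubated 10 min at room temperature with a 500nM (2x) first reagent, then RGS4 at 900nM (2x) plus Transcreener GDP mix added; fluorescence polarization (620/688 nm) read before and after 90 min at 30 °C.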
ALOX12 inh: inhibitors of human 12S-lipoxygenase ALOX12. P18054. purified 12hLO, xylenol orange hydroperoxide absorbance. Potency, µM (top dose mostly 108 µM), for the others: top-dose activity change, negative = inhibition, hits mostly inhibitors. 580,000 compounds, 1.1% hits. AID 1671190; also: potency is read from the fitted curve at half-maximal effect; % is scaled to controls: 0 for no effect and ±100 for the full control effect
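Purified human 12hLO at 150 nM in 25 mM Hepes, 0.01% Triton X-100, pH 7.0, preincubated 15 min at room temperature with compound. Reaction started with 40 uM arachidonic acid, 30 min at room temperature. Hydroperoxide measured by Fe-xylenol orange, 573/405 nm absorbance ratio.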
ERG-DNA inh: ERG Ets/DNA interaction inhibition | fluorescence polarization, His-ERG Ets domain / labelled DNA | Potency, µM (titrated, usually from 76.9 µM), without a hit: at the top dose FP activity, negative = inhibition, usual class: inhibitors | 370,000 compounds, 0.028% hits; active = well fitted inhibition curve with a large enough effect in the polarisation, with a control signal flat; inconclusive = small, poorly fitted or top-dose-only effect, or effect the other way, or a change in a side signal; inactive = no such curve, though single readings can be large or run the other way; the % refers to the polarisation;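 also: polarization taken with two DNA probes labelled with fluorescein and Texas red; potency is read from the fitted curve at half-maximal effect; % of control where 0% means no effect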
Target sequence (P11308 whole entry, looked up, the tested form may be a part): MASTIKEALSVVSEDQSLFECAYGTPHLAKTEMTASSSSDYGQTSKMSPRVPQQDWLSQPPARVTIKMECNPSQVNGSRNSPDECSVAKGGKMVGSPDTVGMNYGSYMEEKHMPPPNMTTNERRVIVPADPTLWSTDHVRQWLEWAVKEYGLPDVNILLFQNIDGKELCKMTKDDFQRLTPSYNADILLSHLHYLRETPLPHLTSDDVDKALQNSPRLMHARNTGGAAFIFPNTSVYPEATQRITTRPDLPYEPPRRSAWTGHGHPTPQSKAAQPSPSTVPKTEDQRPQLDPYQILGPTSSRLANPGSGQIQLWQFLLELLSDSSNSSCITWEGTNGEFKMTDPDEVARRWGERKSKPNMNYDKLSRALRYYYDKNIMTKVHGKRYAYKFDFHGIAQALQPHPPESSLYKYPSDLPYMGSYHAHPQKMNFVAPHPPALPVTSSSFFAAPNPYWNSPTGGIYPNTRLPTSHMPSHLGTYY
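His-tagged ERG Ets domain (1 uM in the protein solution; 300mM KCl, 50mM Tris-HCl, 1mM EDTA, 1mM DTT, pH 7.5) received compound, then a probe mix of 5 nM fluorescein-DNA and 100nM Texas-615-DNA. Fluorescence polarization was read for both dyes.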
LDHA inh: LDHA (human) enzyme inhibition; purified LDHA, NADH/diaphorase-resazurin fluorescence; hits give low values; AID 1347041; P00338; 480,000 compounds, 0.15% hits; activity change, % (values are at about 110 or 230 µM); in the data active = activity change below about -30%; inconclusive = mostly about -25% to -30%;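 also: plate controls were DMSO wells for no effect and wells without enzyme for full effect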
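LDH5 2 nM; NADH 0.06 mM, pyruvate 0.2 mM; 200 mM Tris pH 7.4, EDTA, Tween-20; 5 min RT. Detection: diaphorase 0.133 mg/mL + resazurin 37 µM, fluorescence ex540/em590 at 0 and 20 min; normalized to enzyme-free and DMSO wells.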
* = called active by the depositor; u = inconclusive; x = no result given; [ ] = another dose, or the depositor's remark. Unless noted, calls follow the shape of the dose curve; as a rule, active = well fitted curve in the direction sought with a large enough effect; inconclusive = small, poorly fitted or top-dose-only effect, or another doubt; inactive = no such curve, though single readings can be large; an effect the other way counts as inactive or inconclusive. A portion of the library (hit frequency here may not be typical).

Sequence of screens: Pol eta inh	POLK inh	POLB inh	APEX1 inh	Anesthetic bind	RGS4 inhibitor	ALOX12 inh	ERG-DNA inh	LDHA inh
NC(=O)c1cc[n+](CC2=C(C(=O)O)N3C(=O)[C@@H](NC(=O)[C@@H](c4ccccc4)S(=O)(=O)[O-])[C@H]3SC2)cc1
→ 3.16µM*	26.7µM*	10µM*	u	x	u	x	x	-4.6
CN(C(=O)C1CCOC1)c1nnc(-c2ccncc2)s1 (centres undefined)
→ -3.3%	-9.0%	35.5%	3.8%	-5.4%	14.0%	30.9%[activator]	8.8%	0.4
O=C(NCCN1CCOCC1)c1ccc(Cl)c([N+](=O)[O-])c1
→ -16.8%	4.4%	28.3%	6.6%	-2.5%	-29.2%	131.9%[activator]	2.2%	-0.5
COc1ccc(OC)c(NC(=O)Cn2cnc3onc(-c4ccc(Cl)cc4)c3c2=O)c1
→ -8.4%	-3.6%	26.4%	x	-7.1%	4.2%	-12.1%	2.2%	-1.9
OCCC1CN(Cc2nc3ccccc3[nH]2)CCN1C1CCCC1 (centres undefined)
→ -17.0%	15.4%	27.9%	1.2%	-3.4%	-1.3%	18.0%	-8.4%	-4.8
N#Cc1cn(CC(=O)NCC2CCCO2)c2ccccc12 (centres undefined)
→ -18.1%	-14.1%	-0.2%	-2.1%	-6.8%	10.1%	-0.1%[57.4 µM]	2.6%	0.2
Cc1ccc(S(=O)(=O)CCC(=O)N2CCN(c3ccc(Cl)cc3)CC2)cc1
→ -27.0%	-2.4%	17.5%	-4.1%	0.2%	-12.0%	u	4.9%	-4.0
O=C(N/N=C/c1sc(=O)n(-c2ccccc2)c1Cl)c1ccccc1
→ -6.6%	6.2%[60.1 µM]	19.6%	-1.2%	-10.4%	-16.3%	1.0%	36.7%[activator]	-0.8
CC(C)C(=O)NC(=S)Nc1c(Cl)ccc2nsnc12
→ -20.4%	-3.3%	-14.4%	-2.2%	-4.1%	-34.4%	u	3.3%	10.0
COCCN(C(=O)CSc1nc2ccc(C)cc2[nH]1)c1c(N)n(Cc2ccccc2)c(=O)[nH]c1=O
→ -11.6%	-13.6%	1.9%	24.3%	-1.4%	0.7%	-10.1%	4.3%	-3.5
CCOC(=O)c1ccc(NC(=O)CCCn2nc(C)c3sc4ccccc4c3c2=O)cc1
→ -13.2%	-19.8%	-1.0%	x	9.7%	1.6%	0.0%	-5.8%	-2.3
O=C(O)Cc1sc(Nc2cccc3ccccc23)nc1-c1ccc(Cl)cc1
→ 79.4µM*	-13.1%	u	-19.0%	4.9%	-23.2%	44.7µM*	2.9%	16.2
CCOc1cc(-c2nc3n(c(=O)c2C#N)CCS3)ccc1O
→ -15.8%	8.9%	11.4%	22.1%	-1.7%	14.8%	18.4%	8.4%	2.3
Cc1ccccc1Cn1c(CN2CCC(C(=O)NCc3ccc(Cl)cc3)CC2)cc2ccccc21
→ -23.0%	1.6%[60.1 µM]	-2.0%	x	-3.4%	-13.0%	u	-4.4%	-3.5
c1ccc2sc(NC3=NCN(Cc4ccc5c(c4)OCO5)CN3)nc2c1
→ -19.1%	1.8%	2.2%	1.1%	0.7%	-0.9%	0.8%	-5.6%	-8.5
COc1cc(SC)ccc1C(=O)NCC1CCCCC1
→ -17.8%	1.4%	20.1%	19.8%	-2.1%	-29.0%	-3.0%	4.5%	0.6
CCOc1ccc(S(=O)(=O)NCc2ccc(OC)cc2)c2cccnc12
→ -11.2%	-10.1%	29.0%	14.3%	-11.7%	-1.2%	0.7%	1.3%	-3.3
CCN(CC)c1ccc(N=Cc2ccc(N(CC)CC)cc2O)cc1
→ 0.2%	-21.8%	-1.1%	1.8%	u	u	u	6.5%	17.7
CCOc1ccc(CN2CCN(Cc3ccc(C)o3)CC2CCO)cc1 (centres undefined)
→ -11.0%	-5.8%	-1.3%	-0.9%	-6.2%	-1.1%	-5.9%	13.4%	-4.1
Cc1c(C(=O)N2CCC[C@H]2C(N)=O)oc2c(F)cccc12
→ -20.2%	15.1%	61.1%	6.1%	-2.8%	8.6%	u	7.4%	-1.0

Some values from the results shown.
`CN(C(=O)C1CCOC1)c1nnc(-c2ccncc2)s1` (centres undefined) | POLB inh = 35.5%
`Cc1c(C(=O)N2CCC[C@H]2C(N)=O)oc2c(F)cccc12` | Anesthetic bind = -2.8%

(cont.)
Sequence of screens: Pol eta inh	POLK inh	POLB inh	APEX1 inh	Anesthetic bind	RGS4 inhibitor	ALOX12 inh	ERG-DNA inh	LDHA inh
COc1ccc(C(=O)OCC(=O)c2ccc(F)cc2)cc1OC
→ -9.1%	-5.5%	x	40.0%	x	10.5%	-21.3%	-12.1%	-3.0
CC(C(=O)NCC1CCCCC1)N(C)Cc1ccc(Br)cc1 (centres undefined)
→ -16.2%	-0.5%	-12.0%	-0.2%	-0.4%	-48.0%	8.6%	-1.8%	-6.5
Cc1ccc(OCC(=O)Nc2ccc([N+](=O)[O-])cn2)cc1C
→ 2.5%	-16.5%	x	x	x	28.4%	300.2%[activator]	-0.1%	0.5
CC(=O)Nc1nonc1-c1nnc(SCC(=O)Nc2cc(C)cc(C)c2)n1C
→ 1.0%	-10.1%	-0.3%	x	-0.5%	-5.7%	-8.9%	0.5%	10.9
Cc1ccc(NC(=O)CC2COc3ccccc3O2)cc1 (centres undefined)
→ 6.6%	-6.7%	1.6%	0.0%	-21.2%	8.0%	0.4%	-1.8%	0.1
CS(=O)(=O)Nc1ccc(C(=O)Nc2ccccc2Sc2ccccc2)cc1
→ -9.8%	-5.9%	-12.5%	6.9%	0.2%	21.8%	6.2%	8.8%	-3.1
O=C(CN1C(=O)COc2ccc(S(=O)(=O)N3CCCC3)cc21)NC1CC1
→ 14.9%	14.1%	5.1%	3.8%	2.8%	-21.4%[11.4 µM]	21.4%	1.9%	1.5
C(=N\n1cnnc1)/c1cccc2ccccc12
→ 11.1%	-15.6%	1.4%	10.5%	-19.9%	31.1%	75.7%[activator][57.4 µM]	-5.7%	-12.0
O=C(CS(=O)(=O)c1ccc(Cl)c(Cl)c1)Nc1ccccc1Cl
→ -13.6%	2.1%	1.2%	-3.4%	-0.5%	-27.5%	1.3%	2.2%	-2.8
CCc1ccc(OCCCC(=O)Nc2cccc(C(=O)O)c2)cc1
→ -16.5%	7.4%	-6.0%	-2.0%	4.5%	-4.2%	9.2%	4.7%	-0.6
C/C(=N\NC(=O)C1COc2ccccc2O1)c1ccc(N2CCOCC2)cc1 (centres undefined)
→ -0.3%	-15.0%	37.0%[activator]	15.6%	-14.7%	-10.4%	7.6%	3.5%	-6.0
COc1ccc(C(=O)N2CCCC(CCC(=O)N3CCN(c4ccccn4)CC3)C2)cc1 (centres undefined)
→ -6.8%	-10.3%	39.3%[activator]	-6.3%	-5.3%	7.4%	8.2%	-9.9%	-3.2
COc1ccc(/C=C/C(=O)N/C(=C\c2ccco2)C(=O)NCCc2nc3ccccc3[nH]2)cc1
→ -18.9%	-4.8%	-0.3%	-7.4%	-3.6%	-33.3%	u	-1.7%	-0.6
CC(=O)NN1C(=O)c2ccccc2NC1c1ccccc1F (centres undefined)
→ -15.7%	-12.5%	-0.5%	-16.1%	49.8%[activator]	18.5%	10.5%	-1.0%	-4.5
Cc1cccc(-c2nc(SCCCOc3ccc(Cl)c(C)c3)n3[nH]c(=O)cc3n2)c1
→ 4.1%	21.6%	11.5%	x	-8.9%	-3.3%	-12.4%	3.2%	-7.5
CCC(=O)Nc1ccc(C(=O)N/N=C/c2c(C)[nH]c3ccccc23)cc1
→ -12.1%	-18.7%	u	4.7%	-5.2%	-37.4%	-11.0%	-2.9%	-2.7
CCc1nc(C)cn1S(=O)(=O)c1cc(C)c(OC)cc1C
→ -12.7%	4.1%	33.0%	-0.8%	-3.2%	-7.1%	-26.0%	-7.1%	-2.1
Cc1ccc(OCCSc2nc3ccccc3n2CC(=O)N2CCOCC2)cc1C
→ -15.3%	-10.1%	3.4%	x	-1.9%	-21.4%	0.2%	0.4%	-0.5
COc1ccc(S(=O)(=O)Nc2ccccc2C(N)=O)cc1OC
→ -22.1%	-4.8%	10.0%	14.0%	-3.1%	5.8%	0.9%	-3.4%	-5.5
N#Cc1ccccc1S(=O)(=O)N1CCN(CC(=O)Nc2ccnn2C2CCCC2)CC1
→ -18.0%	3.4%	x	-6.4%	x	13.0%	4.9%	-7.2%	-9.2
CCC(C)NC(=O)C1CCCN(C(=O)Nc2ccc(F)cc2)C1 (centres undefined)
→ -17.0%	-0.6%	3.4%	4.8%	-5.4%	9.6%	-22.4%	-10.8%	6.1
O=C(NCCNc1ccnc2cc(Cl)ccc12)c1ccccc1F
→ -18.9%	-4.4%	-0.4%	15.1%	-1.3%	7.1%	23.3%	-5.7%	-4.3
COc1cccc(N(Cc2nnc3n2CCCCC3)C(=O)Nc2cccc(Cl)c2)c1
→ -5.6%	-10.2%[60.1 µM]	-4.5%	x	39.8%[activator]	0.8%	-6.7%	1.5%	4.8
O=S(=O)(Nc1ccc(C(F)(F)F)cc1)c1cccs1
→ -16.2%	-11.0%	48.8%	-15.1%	-0.1%	10.2%	-13.3%	-0.2%	-10.7
